# Bioassay records from PubChem.
# Epigenetic derep – derepresses silenced GFP reporter in murine cells; murine LDR cells, GFP reporter derepression, 30 h; Potency, µM (series often up to 53.9 µM), inactives show top-dose GFP activation, actives largely listed as activators; actives 0.2% (n = 280,000); AID 1865; also: % of control where 0% means no effect; nearly all actives have a fitted effect of over 60% in size
#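 GFP-positive cell count by laser-scanning cytometry (objects 20–120 um) after 30 h, 37 C compound exposure of murine LDR cells; reporter is CMV-GFP integrated at a silenced locus, inducible by HDAC or DNMT inhibitors.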
# Tau fluor counter – counter-screen for tau fibril formation inhibitors. tau K18 P301L Alexa594 fluorescence, heparin fibrillization. actives 0.93% (n = 280,000). Potency, µM (highest dose often 57.7 µM), inactives show at the highest dose activity change, negative = decrease; also: % is scaled to controls: 0 for no effect and ±100 for the full control effect; nearly all actives have a fitted effect of over 55% in size
#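 Human tau K18 P301L (15 uM unlabeled, 0.24 uM Alexa 594-labeled) in 100 mM sodium acetate pH 7 with 20 uM heparin, 6 hr at 37 C. ThT 30 uM added, 1 hr ambient; Alexa 594 FP and total fluorescence read at 555/632 nm.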
# GLA spleen mod – inhibits or activates alpha-galactosidase in human spleen homogenate; actives 0.008% (n = 240,000); Potency, µM (doses to about 80 µM), inactives show at the highest dose activity change, negative = inhibition, hits mostly inhibitors; human spleen homogenate, 4MU-alpha-Gal fluorescence, 40 min; P06280; AID 2107;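 also: 0% = enzyme with vehicle and -100% = no enzyme basal signal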
#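 Human spleen homogenate (1 ug) as enzyme source, 4-methylumbelliferyl-alpha-D-galactopyranoside 1 mM final, citrate/phosphate pH 5.0 with 0.01% Tween-20. Compounds 40 min at 37C, NaOH/glycine stop; fluorescence Ex 365/Em 440, Hill-fit AC50.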
# GAA glycogen – inhibitors or activators of human alpha-glucosidase glycogen cleavage; P10253; recombinant GAA, glycogen substrate, Amplex Red glucose oxidase fluorescence; Potency, µM (doses to about 76.4 µM), for the others: top-dose activity change, negative = inhibition, actives largely listed as inhibitors; actives 0.38% (n = 300,000); AID 2100;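 also: 0% = full enzyme reaction and -100% = no-enzyme basal signal; the screen sought inhibitors and activators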
#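 Natural-substrate format: glycogen cleavage by 4 nM human enzyme, glucose read by Amplex Red coupling (Ex 573, Em 610 nm). Normalized to enzyme and no-enzyme controls.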
# GAA spleen mod – inhibitors or activators of human alpha-glucosidase in spleen homogenate | human spleen homogenate, 4-MU-alpha-glucoside fluorescence | Potency, µM (highest dose often 79.9 µM), without a hit: at the highest dose activity change, negative = inhibition, usual class: inhibitors | actives 0.006% (n = 240,000);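 also: 0% = enzyme with vehicle and -100% = no enzyme basal signal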
#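 Human spleen homogenate (1 ug) incubated with compounds and 1 mM 4-methylumbelliferyl-alpha-D-glucopyranoside in pH 5.0 citrate/phosphate buffer, 37 C, 40 min. Stopped at pH 10; 4-MU fluorescence (Ex 365/Em 440 nm); AC50 by Hill fit.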
# GAA inhib – inhibitors of human lysosomal alpha-glucosidase. Potency, µM (series often up to 76.9 µM), for inactives: at the highest dose activity change, negative = inhibition, most hits filed as inhibitors. P10253. purified human GAA, 4-MU-alpha-glucoside fluorescence. actives 0.005% (n = 200,000);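 also: plate controls were uninhibited enzyme wells for no effect and no-enzyme background for full effect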
#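 Endpoint fluorogenic read: 20 min room-temperature reaction of 4 nM human alpha-glucosidase with 400 uM 4-methylumbelliferyl-alpha-D-pyranoside, pH 5.0, quenched with 1M NaOH/1M glycine pH 10. AC50 from Hill modeling.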
# ALDH1A1 inh – blocks purified human ALDH1A1 activity. Purified ALDH1A1, NADH fluorescence, propionaldehyde substrate. P00352. Potency, µM (top dose mostly 75.3 µM), for inactives: at the highest dose activity, negative = inhibition, most hits filed as inhibitors. actives 7.3% (n = 220,000); active = well fitted inhibition curve with a large enough effect, not every such curve was filed as active; inconclusive = small, poorly fitted or top-dose-only effect, or another doubt; inactive = no such curve, though single readings can be large or run the other way;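 also: plate controls were no enzyme wells and a reference inhibitor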
# Target sequence (P00352 whole entry, looked up): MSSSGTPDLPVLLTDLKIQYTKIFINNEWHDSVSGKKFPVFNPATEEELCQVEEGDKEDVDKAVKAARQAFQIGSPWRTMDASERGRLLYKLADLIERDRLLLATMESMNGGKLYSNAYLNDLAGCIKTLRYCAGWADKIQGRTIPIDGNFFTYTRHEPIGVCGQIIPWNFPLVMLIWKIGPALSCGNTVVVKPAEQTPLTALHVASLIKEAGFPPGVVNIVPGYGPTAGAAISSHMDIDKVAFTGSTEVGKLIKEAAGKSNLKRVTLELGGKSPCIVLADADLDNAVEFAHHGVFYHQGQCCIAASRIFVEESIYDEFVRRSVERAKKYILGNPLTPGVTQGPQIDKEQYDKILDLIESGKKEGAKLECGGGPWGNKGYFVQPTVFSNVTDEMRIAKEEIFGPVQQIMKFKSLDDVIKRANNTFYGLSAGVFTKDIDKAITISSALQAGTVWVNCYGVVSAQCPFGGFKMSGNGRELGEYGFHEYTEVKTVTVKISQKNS
# NPSR antagonist – antagonists of human neuropeptide S receptor cAMP signaling; Q6W5P4; CHO-NPSR cells, cAMP TR-FRET, antagonist mode; Potency, µM (top dose mostly 38.3 µM), for inactives: at the top dose activity change, negative = inhibition, usual class: inhibitors; actives 1% (n = 220,000); AID 1461; also: % is scaled to controls: 0 for no effect and ±100 for the full control effect; nearly all actives have a fitted effect of over 50% in size; many of its hits are not listed in these tables
# Target sequence (Q6W5P4 whole entry, looked up): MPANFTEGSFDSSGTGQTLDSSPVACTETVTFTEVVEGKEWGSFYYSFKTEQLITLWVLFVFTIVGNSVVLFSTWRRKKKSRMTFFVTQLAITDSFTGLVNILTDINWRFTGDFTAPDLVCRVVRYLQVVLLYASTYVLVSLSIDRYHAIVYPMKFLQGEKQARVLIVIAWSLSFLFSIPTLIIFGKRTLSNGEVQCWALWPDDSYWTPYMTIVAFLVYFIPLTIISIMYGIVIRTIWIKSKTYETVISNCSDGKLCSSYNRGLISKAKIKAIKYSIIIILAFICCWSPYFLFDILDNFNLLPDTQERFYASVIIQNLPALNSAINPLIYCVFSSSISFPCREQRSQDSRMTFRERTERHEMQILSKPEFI
# Active calls of the source: *; ? = inconclusive; · = no result given; & = joins results of further samples; [ ] = dose if it differs, or a comment. Unless noted, calls follow the shape of the dose curve; as a rule, active = well fitted curve in the direction sought with a large enough effect; inconclusive = small, poorly fitted or top-dose-only effect, or another doubt; inactive = no such curve, though single readings can be large; an effect the other way counts as inactive or inconclusive. Potency is read from the fitted curve at half-maximal effect. An excerpt (hit frequency here may not be typical).
SMILES,Epigenetic derep,Tau fluor counter,GLA spleen mod,GAA glycogen,GAA spleen mod,GAA inhib,ALDH1A1 inh,NPSR antagonist
Oc1ccc2c3c1O[C@H]1c4[nH]c5ccccc5c4C[C@@]4(O)C(C2)N(CC2CC2)CC[C@]314,-1.1%,-28.0%,8.1%,?,0.6%,-0.1%[15.4 µM],·,-7.6%
CC/C(=N\Nc1ccccc1)c1c(O)n(C)c(=O)n(C)c1=O,3.3%,-17.4%,4.0%,?,0.8%,1.4%,?,-3.6%[46.1 µM]
O=C1N(c2nncs2)CCN1[N+](=O)[O-],0.5%,-2.3%,-7.7%,-2.8%,-1.5%,-12.9%,-0.3%,2.3%
C[C@@]12CCC3C(CC[C@@H]4CC(O)CC[C@@]34C)C1CCC2O (stereo partly specified),-1.4%,-0.1%,8.1%,·,0.0%,·,14.3%,·
COc1c(C)cc(C(=O)C2CCCN(Cc3ccccn3)C2)cc1C (stereo unspecified),1.1%,-1.9%,7.6%,-18.7%,-3.5%,6.4%,31.6µM*,13.9%
CC(=NCCN(C)C)c1c(O)n(Cc2ccccc2)c(=O)[nH]c1=O,-0.3%,-3.5%,0.3%,-5.0%,-2.2%,·,·,4.8%[7.67 µM]
COc1cc(C(O)CN)ccc1O (stereo unspecified),0.0%,-3.5%,5.5%,·,8.1%,·,3.7%,-7.4%[46.1 µM]
CCCC[N+]12CCC(CC1)C(C(O)(c1ccccc1)c1ccccc1)C2 (stereo unspecified),2.4%,-12.8%,-10.4%,7.9%,-5.7%,·,·,19.2%
Cc1ccc2cc3cc(C(=O)N4CCC5(CC4)OCCO5)oc3nc2c1,1.3%,-3.2%,-4.9%,-4.1%,-5.5%,8.7%,?,2.8%[46.1 µM]
CN1c2ccccc2Oc2ccccc21,1.0%,-23.4%,11.7%,2.3%,-5.2%,-4.3%,-4.1%,21.1%
CN(C)S(=O)(=O)c1cc(NC(=O)COC(=O)Cc2ccccc2)ccc1Cl,0.0%,2.3%,4.3%,-2.5%,-9.3%,-0.7%,?,8.4%
CCN(CC)CCN=Cc1c(O)n(C2CCCCCC2)c(=O)[nH]c1=O,11.4%,-6.8%,4.4%,3.4%,4.4%,0.6%,-14.4%,-3.4%[46.1 µM]
COC(=O)C1=C(N)Oc2cc(C)oc(=O)c2C12C(=O)Nc1ccccc12 (stereo unspecified),-0.3%,-14.7%,-1.5%,8.1%,3.6%,3.0%,?,10.8%
O=C(NC1C(=O)NNC1c1ccc(Cl)cc1)c1ccc(F)cc1 (stereo unspecified),-2.7%,-21.2%,2.4%,?,6.6%,14.4%,?,-13.1%
CN(C)c1ccc(NC(=O)CN2C(=O)CN=C(c3ccccc3)c3cc(Cl)ccc32)cc1,2.7%,?,-5.6%,14.8%,0.9%,-3.9%,9.9%,?
NC(=O)CS(=O)C(c1ccccc1)c1ccccc1 (stereo unspecified),0.0%&8.8%&-0.1%,-6.4%&-5.5%&3.4%,1.1%&1.5%&9.4%,-9.4%,-2.0%&0.7%&2.8%,-5.7%[15.4 µM],0.0%&1.6%,17.8%
COc1cc2c3cc1Oc1cc(ccc1O)CC1c4c(cc(OC)c(O)c4Oc4ccc(cc4)CC3N(C)CC2)CC[N+]1(C)C (stereo unspecified),10.2%,-3.0%,?,·,-3.1%,·,2.6%,·
O=C1NC(=O)N(c2ccccc2F)C(=O)/C1=C/c1ccc(Sc2nc3ccccc3[nH]2)o1,0.9%,-11.2%,-5.0%,-12.5%,-20.1%,-4.1%,10µM*,-26.7%
O=C(Nc1ccc2nc(-c3cccs3)c(-c3cccs3)nc2c1)NC1CC1,1.5%,?,11.3%,0.6%,5.9%,0.2%,?,-26.4%[46.1 µM]
CCC(=Nc1ccccc1NC(C)=O)c1c(O)n(C)c(=O)n(C)c1=O,3.6%,-2.0%,4.6%,4.5%,-6.8%,1.0%,0.0%,-1.6%[46.1 µM]
CC(=NCCN1CCCCC1)c1c(O)[nH]c(=O)[nH]c1=O,-1.0%,-9.5%,8.6%,2.5%,-1.4%,-5.9%,-7.6%,3.5%[46.1 µM]
O=C1NC(=S)NC(=O)C12C(c1ccc(F)cc1)NC(=S)NC2c1ccc(F)cc1 (stereo unspecified),10.6%,1.9%,-2.3%,-2.4%,-5.3%,-4.6%,-5.9%,-8.3%[46.1 µM]
CN1CCN(c2ccc(N)c(N3CCN(C)CC3)c2)CC1,2.4%,?,6.0%,?,-5.7%,1.8%,1.7%,-30.6%[46.1 µM]
CC(C)n1c(=O)c(C=Nc2ccc(S(N)(=O)=O)cc2)c(O)n(Cc2ccco2)c1=O,0.0%,-7.5%,-4.1%,9.1%,-3.0%,-11.7%,-7.1%,4.1%
O=c1c2ccccc2nc(/C=C/c2ccc3c(c2)OCO3)n1-c1ccccc1,6.6%,-23.5%,1.5%,-0.3%,2.7%,-3.5%,?,-18.5%[46.1 µM]
Cc1ccc(-c2cc(-c3ccc(C)cc3)[n+](C)o2)cc1,-6.9%,3.7%,-3.4%,7.4%,-2.4%,-5.1%,?,7.9%
CCOC(=O)c1c(-n2c(C)cc(/C=C3\C(=O)NC(=O)N(C)C3=O)c2C)sc2c1CCCC2,-1.1%,-22.3%,6.5%,-4.2%,-6.3%,3.5%,0.2%,-13.4%[46.1 µM]
CCOC(=O)c1c(C)n(Cc2ccco2)c2ccc(O)cc12,-2.6%,-14.6%,3.9%,-1.6%,-2.2%,-5.2%,3.98µM*,-21.6%[46.1 µM]
COc1ccc(C2SCC(=O)Nc3c2c(=O)[nH]n3C2CCCCCC2)cc1 (stereo unspecified),-0.9%,-6.3%,-22.3%,0.4%,0.2%,5.5%,-14.6%,-12.3%[46.1 µM]
CCC(C)N1C(=O)NC(=O)C2(Cc3c(ccc4ccccc34)N(C)C2)C1=O (stereo unspecified),4.5%,?,?,-19.8%,4.7%,?,-2.3%,-27.4%[46.1 µM]

# 2 entries from above, reformatted.
# Second line of a record: Epigenetic derep | Tau fluor counter | GLA spleen mod | GAA glycogen | GAA spleen mod | GAA inhib | ALDH1A1 inh | NPSR antagonist
> CN1CCN(c2ccc(N)c(N3CCN(C)CC3)c2)CC1
    2.4% | ? | 6.0% | ? | -5.7% | 1.8% | 1.7% | -30.6%[46.1 µM]
> Cc1ccc2cc3cc(C(=O)N4CCC5(CC4)OCCO5)oc3nc2c1
    1.3% | -3.2% | -4.9% | -4.1% | -5.5% | 8.7% | ? | 2.8%[46.1 µM]

# Next part
SMILES,Epigenetic derep,Tau fluor counter,GLA spleen mod,GAA glycogen,GAA spleen mod,GAA inhib,ALDH1A1 inh,NPSR antagonist
CC(C)=CCC12CN3CCN(CC(C3)C1=O)C2,0.9%,9.1%,-11.1%,6.0%,0.7%,-1.1%,2.0%,18.9%[46.1 µM]
CCCc1cc2c(n1Cc1cccc(Cl)c1)C(C)C1CN(C(=O)c3ccccc3)C(C)(C(=O)OC)C21 (stereo unspecified),3.5%,-9.7%,6.0%,·,-0.2%,·,?,·
O=C1NC(=O)N(Cc2ccco2)C(=O)/C1=C\c1cccn1CCOc1ccc(Cl)cc1,5.7%,?,4.5%,13.3%,-3.5%,6.5%,-3.5%,?
CC[N+](CC)(CC)CC,-0.2%&4.0%,-6.2%&-1.1%,-17.4%&8.1%,1.3%,8.9%&1.8%,·,-6.0%,3.3%[46.1 µM]
CCCC(=O)Nc1ccc(N2CCN(CC)CC2)c(Cl)c1,5.3%,0.8%,-12.5%,3.5%,-5.1%,-0.1%,15.4%,-8.3%[46.1 µM]
O=[N+]([O-])c1ccc(NCc2ccccc2)c2nonc12,22.4µM*,-13.6%,1.3%,6.4%,5.7%,4.2%,-3.5%,-19.3%
COc1cccc(-c2nc(CS(=O)CC(=O)N3CCC4(CC3)OCCO4)c(C)o2)c1 (stereo unspecified),0.0%,-3.5%,11.4%,6.7%,-1.4%,0.5%,35.5µM*,-0.9%[46.1 µM]
COCCN1C(=O)/C(=C/c2c(OC)cc(OC)cc2OC)C(=O)N(c2ccccc2)C1=O,1.1%,-6.5%,1.9%,4.3%,-10.0%,·,·,12.9%
O=C1NC(=O)N(CCc2ccc(F)cc2)C(=O)/C1=C\C=C\c1ccccc1,10.2%,-18.6%,9.6%,-5.2%,11.9%,-11.4%,1.58µM*,-58.8%
COc1ccc(-c2cc(=NCCC(=O)O)c3cc(C)ccc3o2)cc1,-1.4%,-10.6%,?,6.0%,?,?,?,-6.2%
CCS(=O)(=O)Nc1cccc(C(=C2CCCCC2)c2cnc[nH]2)c1,-0.2%,-12.6%,-2.6%,·,-7.7%,·,?,-11.0%[46.1 µM]
COc1cccc(CN2CCCCC2c2cccnc2)c1 (stereo unspecified),2.5%,5.9%,1.6%,-10.8%,3.1%,-3.5%,31.6µM*,-15.4%[46.1 µM]
CN1C2CCC1CC(OC(=O)C1CCC(C(=O)OC3CC4CCC(C3)N4C)(c3ccccc3)c3ccccc31)C2 (stereo unspecified),-0.1%,-8.2%,6.0%,·,2.2%,·,-2.2%,·
Cc1ccc2c(c1)C1CN(C)CCC1N2S(=O)(=O)c1ccccc1 (stereo unspecified),0.0%,-3.1%,-4.9%,3.8%,-7.6%,1.8%,?,6.5%[46.1 µM]
CC(CCc1ccccc1)NCCC#N (stereo unspecified),0.1%,-1.5%,9.5%,6.1%,-2.2%,·,·,11.0%
CC(C)C[C@H](NC(=O)[C@H](Cc1ccccc1)NC(=O)CNC(=O)[C@@H](NC(=O)[C@@H](N)Cc1ccc(O)cc1)[C@H](C)O)C(=O)N[C@H](C(=O)O)[C@H](C)O,1.1%,-0.9%,-24.1%,·,-5.5%,·,10.8%,·
CN1CCN(C(=O)COc2ccc(Oc3ccccc3)cc2)CC1,-2.8%,-2.3%,4.0%,5.9%,7.3%,-6.7%,-3.3%,14.6%
CCCN1C2CCCC1CC(NC(C)=O)C2 (stereo unspecified),0.0%,-6.0%,4.4%,0.0%,9.8%,1.7%,18.9%,-1.7%[46.1 µM]

# 2 compounds from above, showing only Tau fluor counter.
smiles | Tau fluor counter
CC[N+](CC)(CC)CC | -6.2%&-1.1%
CCCc1cc2c(n1Cc1cccc(Cl)c1)C(C)C1CN(C(=O)c3ccccc3)C(C)(C(=O)OC)C21 (stereo unspecified) | -9.7%
